Source: PubChem (several laboratories)
HIF activator: HIF pathway transcriptional activators, primary screen, cell-based, U2OS HRE-luciferase, luminescence. U2OS HRE-luciferase reporter; normalized: DMSO 0%, desferrioxamine 100%. activation, % at 7.5 µM (by protocol). hit rate 0.32% among 300,000;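 active = mean activation of at least 10% of the iron chelator positive control signal, with at least half of replicates also reaching 10%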
MrgX1 antagonist: antagonists of human MrgX1 receptor, primary screen, HEK293 cells, Fluo-4 calcium flux. AID 588676, 2011. B-score at 10 µM. BAM8-22 antagonism; hits give low values. hit rate 1.3% among 310,000;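 active = calcium-response B-score plate-corrected more than 3 library SD below zero, starting fluorescence within 5 deviations, no agonist response on first addition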;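 also: peak minus trough fluorescence over baseline after final BAM8-22 challenge near maximal dose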
SKKanGAS inh: S. pyogenes SKKanGAS growth inhibitors in kanamycin, primary screen, streptokinase expression inhibitor project, SKKanGAS strain, BacTiter-Glo luminescence. 6 h. inhibition, % at 7.5 µM. hit rate 1.3% among 300,000. AID 1662, 2009;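 active = mean replicate score, as percent of positive control median, at least 50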;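 also: strain carries kanamycin resistance gene driven by streptokinase promoter and grows in 40 µg/ml kanamycin; loss of luminescence reflects streptokinase promoter inhibition or plain growth inhibition; 0% = median of DMSO wells and 100% = positive control at its reference dose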
TRPC6 act: mouse TRPC6 channel activators, primary screen, cell-based, HEK293, membrane potential dye; Short transient receptor potential channel 6 (Mus musculus), Q61143; HEK293-TRPC6 membrane potential dye fluorescence; hits give high values; B-score at 10 µM; hit rate 0.13% among 310,000;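 active = B-score of the integrated fluorescence ratio above library mean plus 3 SD, and starting fluorescence ratio within library mean plus 5 SD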;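 also: higher score means more depolarization so channel activation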
Target sequence (Q61143 whole entry, looked up): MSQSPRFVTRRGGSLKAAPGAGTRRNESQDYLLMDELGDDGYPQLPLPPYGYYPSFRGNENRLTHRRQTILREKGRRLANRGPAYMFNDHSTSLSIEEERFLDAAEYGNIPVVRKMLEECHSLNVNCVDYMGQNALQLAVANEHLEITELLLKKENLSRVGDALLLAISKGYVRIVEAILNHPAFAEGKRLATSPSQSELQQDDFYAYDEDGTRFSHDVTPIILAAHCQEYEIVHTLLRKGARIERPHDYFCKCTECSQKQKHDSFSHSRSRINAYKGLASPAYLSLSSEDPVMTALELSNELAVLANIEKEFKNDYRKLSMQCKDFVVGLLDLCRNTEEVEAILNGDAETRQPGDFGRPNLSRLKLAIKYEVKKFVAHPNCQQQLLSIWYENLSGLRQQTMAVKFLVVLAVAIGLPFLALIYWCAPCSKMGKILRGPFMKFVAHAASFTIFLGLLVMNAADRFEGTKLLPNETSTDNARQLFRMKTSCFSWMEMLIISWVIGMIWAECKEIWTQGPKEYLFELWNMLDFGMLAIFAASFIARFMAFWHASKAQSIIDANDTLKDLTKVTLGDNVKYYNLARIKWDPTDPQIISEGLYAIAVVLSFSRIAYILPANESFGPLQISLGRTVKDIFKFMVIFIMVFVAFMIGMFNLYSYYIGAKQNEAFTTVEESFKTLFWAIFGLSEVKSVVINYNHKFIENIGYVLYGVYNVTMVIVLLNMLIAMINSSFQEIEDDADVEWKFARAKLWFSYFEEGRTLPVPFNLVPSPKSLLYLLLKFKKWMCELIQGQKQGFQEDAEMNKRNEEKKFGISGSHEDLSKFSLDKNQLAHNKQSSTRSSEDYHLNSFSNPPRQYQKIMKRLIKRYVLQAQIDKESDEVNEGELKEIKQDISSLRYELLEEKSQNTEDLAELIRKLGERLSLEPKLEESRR
KLF5 inh: KLF5 expression inhibitors, primary screen, DLD-1 cells, luminescence; DLD-1 KLF5 promoter-luciferase reporter; inhibition, % at 5 µM; hit rate 0.23% among 290,000; AID 1700, 2009;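 active = inhibition above a per-plate limit of that plate's mean compound inhibition plus 3 SD, cut at about 60% in these data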;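 also: 0% = DMSO wells and 100% = LY294002 at 200 µM; higher means less KLF5 promoter-driven luciferase light; inactives centre near -14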
aSyn 5UTR inh: MLPCN primary screen, SNCA 5' untranslated region; alpha-synuclein 5'UTR reporter, inhibitor activity; inhibition, % (tested at 7.5 µM); hit rate 0.82% among 300,000; AID 1813, 2009; in the data active = inhibition above about 60%;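 also: H4 neuroglioblastoma cells stably carrying SNCA 5'UTR luciferase fusion; 0% = DMSO wells and 100% = positive control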
TRPC4 agonist: activators of mouse TRPC4 channel, primary screen, Fluo4 calcium, HEK293 TRPC4beta/mu-opioid cells; Short transient receptor potential channel 4 (Mus musculus), Q9QUQ5; Fluo4 calcium fluorescence; hits give high values; B-score at 10 µM; hit rate 0.49% among 310,000; AID 2237, 2010;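 active = B-score above 5 SD of library B-scores, and initial fluorescence ratio not above library mean plus 5 SD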;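 also: positive B-score marks a calcium rise read as TRPC4 activation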
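Assay system: HEK293 cells stably co-expressing mouse TRPC4beta and mu-opioid receptor / Timing: Fluo4 dye loading 45 min at room temperature, 110 s recording / Signal: Fluo4 calcium-sensitive dye fluorescence, kinetic, 1 Hz baseline / Read-out: integrated baseline-normalised fluorescence ratio, converted to per-well B score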
IEC-6 tox: cytotoxicity in IEC-6 intestinal epithelial cells, primary screen, cytotoxicity control for KLF5 inhibitor project, cell-based, luminescence; inhibition, % at 5 µM; hit rate 0.78% among 290,000; AID 1825, 2009; IEC-6 cytotoxicity, luminescence viability; in the data active = inhibition above about 22%;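 also: 0% = plate median of test compound wells and 100% = cytotoxic reference compound wells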
TRPC4 potent: positive allosteric modulators of TRPC4, primary screen, cell-based, mouse TRPC4beta, HEK293 mu-opioid, Fluo-4 calcium | Short transient receptor potential channel 4 (Mus musculus), Q9QUQ5 | DAMGO EC20, Fluo-4 Ca2+ flux; hits give high values | B-score at 10 µM | hit rate 0.42% among 310,000;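 active = B-score of calcium response area above 5 SD of library B-scores, with initial fluorescence ratio within 5 SD of library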;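 also: B-score of integrated fluorescence ratio over time as area under calcium response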
TRPC6 inhibitor: mouse TRPC6 channel inhibitors, primary screen, cell-based, HEK293, membrane potential dye; B-score at 10 µM; AID 2553, 2010; hit rate 1.1% among 310,000; ACh-evoked depolarization; hits give low values;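 active = B-score under library mean minus 3 SD, initial fluorescence not abnormally high, positive integrated signal ratio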;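 also: B-score derived from integrated fluorescence ratio over the kinetic read; more negative B-score means stronger inhibition of depolarization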
TRPC4 inh: inhibitors of mouse TRPC4 channel, primary screen, Fluo4 calcium, HEK293 TRPC4beta/mu-opioid cells; Short transient receptor potential channel 4 (Mus musculus), Q9QUQ5; DAMGO-evoked Fluo4 calcium flux; hits give low values; B-score at 10 µM; hit rate 0.39% among 300,000;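 active = B-score over 3 SD under the library average, no early fluorescence shift, positive overall ratio signal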
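Assay system – HEK293 line stably carrying TRPC4beta and mu-opioid receptor · Doses – single dose · Detection – Fluo4 calcium-dye fluorescence, kinetic read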
Starred values were filed as active, the others as inactive; i = inactive; . = no result given. Compounds as they come. About 5.8% of those tested had a hit in this group.

SMILES	HIF activator	MrgX1 antagonist	SKKanGAS inh	TRPC6 act	KLF5 inh	aSyn 5UTR inh	TRPC4 agonist	IEC-6 tox	TRPC4 potent	TRPC6 inhibitor	TRPC4 inh
Cc1ccccc1C(=O)NC(=S)NC1CCSC1=O (stereo unspecified)	0.2	i	-2	i	-39	10	i	8	i	i	i
COCCCN1C(=O)c2ccc(C(=O)Nc3cccc(OC)c3)cc2C1=O	-17	i	-5	i	-15	3	i	-7	i	i	i
COc1ccc(N2CCN(C(=O)CNS(=O)(=O)c3ccc(Br)s3)CC2)cc1	-0.3	i	8	i	0	9	i	5	i	i	i
COc1ccc(S(=O)(=O)Cc2ccc(C(=O)N3CCN(c4cc(Cl)ccc4C)CC3)o2)cc1	.	i	17	i	8	-3	i	-7	i	i	i
COc1ccc(S(=O)(=O)N2CCCC(C(=O)NCc3ccco3)C2)cc1OC (stereo unspecified)	0.0	i	1	i	11	17	i	3	i	i	i
CCOC(=O)C1CCN(C(=O)Cn2cc(C(=O)C3CC3)c3ccccc32)CC1	-0.2	i	-3	i	-6	18	i	5	i	i	i
Cc1ccc(-n2ncc(-c3nn[nH]n3)c2N)cc1	0.0	i	1	i	-6	19	i	-6	i	i	i
CN(CC(=O)N1CCCCC1)S(=O)(=O)c1cccc2nsnc12	-0.5	i	-12	i	-8	-11	i	-5	i	i	i
CC(C)N1CCN(C(=O)C2CCC(=O)N(CCc3cccc(F)c3)C2)CC1 (stereo unspecified)	0.8	.	-2	i	-18	3	i	-2	i	i	i
O=C(NCCc1ccc(Cl)cc1)c1ccc(CS(=O)Cc2ccc(Cl)cc2)o1 (stereo unspecified)	0.1	i	-3	i	-10	45	i	4	i	i	i
O=C(NC(=O)N1CCN(c2cccc(Cl)c2)CC1)c1ccccc1	0.2	i	-3	i	1	51	i	10	i	i	i
O=c1[nH]c(-c2ccc(Cl)cc2)cs1	0.2	i	-16	i	3	-5	i	-1	i	i	i
CCOc1ccc(NC(=O)Nc2cc(C)ccc2F)cc1	2.8	i	19	i	-197	-199	i	2	i	i	i
CCc1nnc(NC(=O)CSc2nnc(CCc3nc4ccccc4[nH]3)n2C)s1	0.2	i	4	i	-17	1	i	-1	i	i	i
Cc1ccc(Nc2nc(N)nc(CN3CCN(Cc4ccccc4)CC3)n2)cc1Cl	-0.2	i	36	i	9	-50	i	4	i	i	i
COc1ccc(C(C)C)cc1S(=O)(=O)NCc1ccccn1	0.1	i	0	i	-22	15	i	-1	i	i	i
COC(=O)[C@@H](NC(=O)/C=C/c1ccc(OC)cc1)C(C)C	-0.1	i	-2	i	-15	8	i	1	i	i	i
CSc1nnc(NC(=O)c2ccco2)s1	2.6	i	1	i	-114	-77	i	3	i	i	i
COc1ccccc1-c1coc2c(CN3CCN(C)CC3)c(O)ccc2c1=O	-0.7	i	-3	i	-5	-15	i	0	i	i	i
COc1ccc(CC(=O)OCC(=O)Nc2cccnc2Cl)cc1OC	-0.5	i	-1	i	-25	-6	i	-4	i	i	i
COC(=O)c1ccc(S(=O)(=O)c2ccc(Cl)cc2)c(N)c1	-1.7	i	-3	i	-13	-16	i	3	i	i	i
Cc1ccccc1NC(=O)N1CCC(C(=O)c2ccc(F)cc2)CC1	2.0	i	6	i	-4	-25	i	-1	i	i	i
O=C(Nc1ncccc1O)c1ccc2c(c1)OCO2	9.7*	i	1	i	.	-207	i	.	i	i	i
Cc1ccc([C@@H]2[C@@H]3C(=O)N(c4ccccc4)C(=O)[C@@H]3[C@]3(C)C(=O)N(Cc4ccccn4)CC(=O)N23)o1	-0.5	i	1	i	-5	-6	i	2	i	i	i
Cc1ccc(S(=O)(=O)N(C)CCCC(=O)n2nc(C)cc2C)cc1	-0.1	i	-2	i	-5	-4	i	-3	i	i	i
SMILES	HIF activator	MrgX1 antagonist	SKKanGAS inh	TRPC6 act	KLF5 inh	aSyn 5UTR inh	TRPC4 agonist	IEC-6 tox	TRPC4 potent	TRPC6 inhibitor	TRPC4 inh
COCCNC(=O)C(c1ccco1)N(C(=O)Cn1nnc2ccccc21)c1cc(C)ccc1C (stereo unspecified)	-0.5	i	1	i	-15	-11	i	1	i	i	i
COC(=O)c1ccccc1S(=O)(=O)NC(=O)c1ccccc1	0.4	i	0	i	-5	-1	i	-6	i	i	i
CC(C)CC(=O)c1c[nH]c(C(=O)NCCc2ccccn2)c1	1.0	i	0	i	-18	-27	i	7	i	i	i
CN1CCN(C(=O)C2=C[C@@H](c3coc4ccccc4c3=O)C[C@@H](OCCCCO)O2)CC1	-2.2	i	-3	i	2	7	i	-3	i	i	i
O=C(NCc1ccco1)c1sc2cc(Cl)ccc2c1Cl	.	i	-4	i	-38	-66	i	4	i	i	i
COC(=O)c1ccc(C(=O)NC2CCCN(Cc3ccc(Cl)cc3)C2)nc1 (stereo unspecified)	-0.8	i	1	i	-11	-8	i	0	i	i	i
O=C(CSc1ccccc1)NC1CCCCCC1	2.4	i	17	i	-130	-82	i	-1	i	i	i
CC1CC(CN)CC(CO)C1 (stereo unspecified)	-0.1	i	2	i	-51	31	i	0	i	i	i
O=C(CCNc1cccc(Cl)c1)c1cccs1	0.7	i	-2	i	-16	-14	i	3	i	i	i
COc1ccc(CN(C)CC(=O)Nc2ccc(Cl)cc2F)c(OC)c1	-0.1	i	-6	i	13	15	i	-2	i	i	i
CCCCP(=O)(CCCC)c1ccccc1C(=O)O	.	i	2	i	-20	.	i	4	i	i	i
COc1cccc(-c2c(NC(=O)c3ccco3)n(-c3ccc(C)cc3)nc(C)c2=O)c1	-0.3	i	.	i	6	-5	i	-2	i	i	i
CCOc1ccccc1NC(=O)NC1CC2CCCC(C1)N2Cc1nnnn1CCc1ccccc1 (stereo unspecified)	-0.3	i	4	i	-14	13	i	-8	i	i	i
C1CCCC(N2CCNCC2)CC1	0.1	i	-6	i	-57	-37	i	-2	i	i	i
CC1CCN(CC(=O)N2CCc3ccccc32)CC1	0.5	i	-2	i	-12	-3	i	-8	i	i	i
CC(C)(C)c1nc2c(C#N)c(-c3ccc(Cl)cc3)ccn2n1	0.2	i	20	i	-53	-25	i	-3	i	i	i
CCCC/C(O)=C1\C(=O)CC(C)(C)CC1=Nc1ccccc1OC	-0.3	i	-4	i	-27	6	i	-5	i	i	i
COCCNc1cc(C)nc2c(-c3ccccc3OC)c(C)nn12	0.0	i	4	i	-24	17	i	1	i	i	i
CCOC(=O)Cc1cc(=O)[nH]c(=O)[nH]1	0.0	i	7	i	-19	31	i	0	i	i	i
Cc1ccc(C)c(S(=O)(=O)N2CCCC2CNC(=O)C(=O)NCc2ccccc2C)c1 (stereo unspecified)	0.3	i	-5	i	.	3	i	.	i	i	i
CCOc1ccc(NC(=O)C(=O)NCCN2CCN(S(=O)(=O)c3ccc(C)cc3)CC2)cc1	-1.3	i	-7	i	19	4	i	-1	i	i	i
CCOC(=O)N1CCN(C(=O)CCSc2ccc(C)cc2)CC1	0.5	i	6	i	-4	5	i	-1	i	i	i
COc1ccc(CCNC(=O)CN(c2cccc([N+](=O)[O-])c2)S(C)(=O)=O)cc1OC	0.1	i	-5	i	-47	-18	i	-2	i	i	i
O=C(CNc1ccccc1)NNC1=NCCC1	0.2	i	-3	i	-22	1	i	-5	i	i	i
Cc1ccc(Nc2nc3c(c(=O)[nH]c(=O)n3C)n2Cc2ccc(F)cc2)cc1	0.5	i	-13	i	-25	20	i	3	i	i	i

An excerpt of these results, as a markdown table:
| smiles | HIF activator | MrgX1 antagonist | SKKanGAS inh | TRPC6 act | KLF5 inh | aSyn 5UTR inh | TRPC4 agonist | IEC-6 tox | TRPC4 potent | TRPC6 inhibitor | TRPC4 inh |
| --- | --- | --- | --- | --- | --- | --- | --- | --- | --- | --- | --- |
| COCCNc1cc(C)nc2c(-c3ccccc3OC)c(C)nn12 | 0.0 | i | 4 | i | -24 | 17 | i | 1 | i | i | i |
| CCOC(=O)Cc1cc(=O)[nH]c(=O)[nH]1 | 0.0 | i | 7 | i | -19 | 31 | i | 0 | i | i | i |

Sorted by length of the SMILES (falling): some entries from above
SMILES	HIF activator	MrgX1 antagonist	SKKanGAS inh	TRPC6 act	KLF5 inh	aSyn 5UTR inh	TRPC4 agonist	IEC-6 tox	TRPC4 potent	TRPC6 inhibitor	TRPC4 inh
COc1ccc(CN(C)CC(=O)Nc2ccc(Cl)cc2F)c(OC)c1	-0.1	i	-6	i	13	15	i	-2	i	i	i
CCOC(=O)Cc1cc(=O)[nH]c(=O)[nH]1	0.0	i	7	i	-19	31	i	0	i	i	i
CC1CC(CN)CC(CO)C1 (stereo unspecified)	-0.1	i	2	i	-51	31	i	0	i	i	i

Next section.
SMILES	HIF activator	MrgX1 antagonist	SKKanGAS inh	TRPC6 act	KLF5 inh	aSyn 5UTR inh	TRPC4 agonist	IEC-6 tox	TRPC4 potent	TRPC6 inhibitor	TRPC4 inh
Cc1[nH]n(-c2ccc([N+](=O)[O-])cc2)c(=O)c1C=NCCc1c[nH]c2ccccc12	0.4	i	1	i	14	-15	i	-2	i	i	i
COc1ccc(-c2cc3c(=O)n(CC(=O)NCCCc4ccccc4)ncn3n2)cc1	2.5	i	3	i	-53	-47	i	0	i	i	i
O=C(CNC(=O)c1ccco1)Nc1ccc(OC(F)F)cc1	-0.1	i	-2	i	3	-11	i	-1	i	i	i
CN1CCN(Cc2c(C(=O)N3CCc4ccccc4C3)nc3ccc(Cl)cn23)CC1	-0.1	i	-8	i	-31	13	i	-6	i	i	i
COc1ccc(N=C(C)C2=C(O)COC2=O)cc1	-0.1	i	-3	i	6	-93	i	2	i	i	i
COc1ccc(Nc2cc(C)nc3ccc(OC)cc23)cc1	-2.6	i	1	i	-37	-10	i	3	i	i	-6*
Cc1ccc(OCC(O)CN2C(=O)NC(C)(C)C2=O)cc1 (stereo unspecified)	-0.4	i	-4	i	-22	21	i	0	i	i	i
CC(C)(C)c1ccc(O)c(N=Cc2cc(Br)ccc2O)c1	-2.8	i	7	i	-30	-22	i	-6	i	i	i
CC(C)C1O/C(=N/C(=O)Nc2ccc(Cl)c(Cl)c2)NC1=O (stereo unspecified)	0.9	i	79*	i	-32	-20	i	-2	i	i	i
Cc1c(NC(=O)/C=C/c2cccs2)c(=O)n(-c2ccccc2)n1C	-1.1	i	3	i	-21	0	i	8	i	i	i
